Screening data (PubChem BioAssay)
12-LOX inh: Primary qHTS assay for inhibitors of human arachidonate 12S-lipoxygenase (ALOX12): Round 2; Potency, µM (titrated, usually from 108 µM), without a hit: at the top dose activity change, negative = inhibition, hits mostly inhibitors; AID 1671190, 2021; 580,000 tested, 1.1% active; purified 12hLO, xylenol orange hydroperoxide absorbance; further: potency means the concentration at half of the fitted maximal effect; on the % scale 0 is the no-effect control and ±100 the full control effect
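Purified human 12hLO at 150 nM in 25 mM Hepes, 0.01% Triton X-100, pH 7.0, preincubated 15 min at room temperature with compound. Reaction started with 40 uM arachidonic acid, 30 min at room temperature. Hydroperoxide measured by Fe-xylenol orange, 573/405 nm absorbance ratio.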
APE1 inh: qHTS Assay for Inhibitors of the Human Apurinic/apyrimidinic Endonuclease 1 (APE1); DNA repair nuclease/redox regulator APEX1 (Homo sapiens), P27695; recombinant APE1, TAMRA/BHQ-2 abasic DNA cleavage fluorescence; Potency, µM (top dose mostly 65.8 µM), for inactives: at the highest dose activity change, negative = inhibition, usual class: inhibitors; 350,000 tested, 0.35% active;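 further: potency means the concentration at half of the fitted maximal effect; plate controls were vehicle for no effect and reference inhibitor for full effect; nearly all actives have a fitted effect of over 55% in size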
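0.75 nM APE1 + cpd, 15 min RT; start w/ 50 nM TAMRA/BHQ-2 THF-abasic dsDNA; kinetic fluor 525/598 nm ×3 reads @60 s; Δ(read3−read1); normalized to DMSO and NSC13755 control wells.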
POLH inh: qHTS for Inhibitors of Polymerase Eta; DNA polymerase eta (Homo sapiens), Q9Y253; recombinant Pol eta, fluorescent DNA replication assay; Potency, µM (top dose mostly 114 µM), for inactives: at the top dose activity change, negative = inhibition, actives largely listed as inhibitors; 390,000 tested, 1.2% active; AID 588591, 2011; further: potency means the concentration at half of the fitted maximal effect; on the % scale 0 is the no-effect control and ±100 the full control effect
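Pol eta at 10 nM preincubated with compounds 15 min at room temperature; reaction started with fluorescent substrate (50 nM final) and read kinetically at 0 and 10 min.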
RGS4 inh: Inhibitors of Regulator of G Protein Signaling (RGS) 4: qHTS; AID 504845, 2011; Transcreener GDP fluorescence polarization, RGS4-accelerated GTP hydrolysis; Potency, µM (top dose mostly 114 µM), inactives show top-dose activity change, negative = inhibition, most hits filed as inhibitors; 390,000 tested, 0.039% active; further: potency means the concentration at half of the fitted maximal effect; on the % scale 0 is the no-effect control and ±100 the full control effect; nearly all actives have a fitted effect of over 75% in size; some results filed as inactive show a strong effect at the top dose
Target sequence (P49798 whole entry, looked up): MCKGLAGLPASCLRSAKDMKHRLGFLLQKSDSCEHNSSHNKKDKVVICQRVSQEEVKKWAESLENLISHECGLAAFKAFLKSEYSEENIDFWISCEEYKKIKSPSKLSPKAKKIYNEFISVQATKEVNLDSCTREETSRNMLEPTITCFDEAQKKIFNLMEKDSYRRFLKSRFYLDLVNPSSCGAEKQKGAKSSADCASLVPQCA
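MLSMR compounds (23 nl, pin-transferred) preincubated 10 min at room temperature with a 500nM (2x) first reagent, then RGS4 at 900nM (2x) plus Transcreener GDP mix added; fluorescence polarization (620/688 nm) read before and after 90 min at 30 °C.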
ERG Ets-DNA blk: qHTS for Small Molecule Inhibitors of the ERG Ets/DNA interaction | fluorescence polarization, His-ERG Ets domain / labelled DNA | Potency, µM (highest dose often 76.9 µM), for inactives: top-dose FP activity, negative = inhibition, hits mostly inhibitors | 370,000 tested, 0.028% active; active means well fitted inhibition curve with a large enough effect in the polarisation, with a control signal flat; inconclusive means small, poorly fitted or top-dose-only effect, or effect the other way, or a change in a side signal; inactive means no such curve, though single readings can be large or run the other way; the % refers to the polarisation;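 further: polarization taken with two DNA probes labelled with fluorescein and Texas red; potency means the concentration at half of the fitted maximal effect; % of control where 0% means no effect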
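His-tagged ERG Ets domain (1 uM in the protein solution; 300mM KCl, 50mM Tris-HCl, 1mM EDTA, 1mM DTT, pH 7.5) received compound, then a probe mix of 5 nM fluorescein-DNA and 100nM Texas-615-DNA. Fluorescence polarization was read for both dyes.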
Apoferritin bind: qHTS Assay for Identification of Novel General Anesthetics | Ferritin light chain (Equus caballus), P02791 | apoferritin/1-aminoanthracene competitive binding, fluorescence | Potency, µM (top dose mostly 77.5 µM), without a hit: top-dose activity change, negative = displacement, hits mostly inhibitors | 350,000 tested, 0.074% active; further: potency means the concentration at half of the fitted maximal effect; on the % scale 0 is the no-effect control and ±100 the full control effect; nearly all actives have a fitted effect of over 20% in size
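Apoferritin-based anesthetic binding model; compound displacement of fluorescent 1-AMA measured as endpoint fluorescence after 10 minutes at room temperature, scaled to free-ligand and complex controls.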
LDHA inh: qHTS assay for inhibitors of human lactate dehydrogenase. activity change, % (values are at about 110 or 230 µM). purified LDHA, NADH/diaphorase-resazurin fluorescence; stronger effect = lower value. AID 1347041, 2019. 480,000 tested, 0.15% active. L-lactate dehydrogenase A chain (Homo sapiens), P00338; in the data active means activity change below about -30%; inconclusive means mostly about -25% to -30%;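 further: plate controls were DMSO wells for no effect and wells without enzyme for full effect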
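Human LDH5 (2 nM) was incubated with 0.06 mM NADH and 0.2 mM pyruvate for 5 min at room temperature in Tris pH 7.4. Remaining NADH was coupled through diaphorase/resazurin, and resorufin fluorescence was read at 0 and 20 min.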
POLB inh: qHTS Assay for Inhibitors of DNA Polymerase Beta | 340,000 tested, 1.3% active | P06746 | AID 485314, 2010 | Potency, µM (series often up to 114 µM), inactives show at the top dose activity change, negative = inhibition, most hits filed as inhibitors | Pol beta primer extension/strand displacement, fluorescence kinetic; further: potency means the concentration at half of the fitted maximal effect; on the % scale 0 is the no-effect control and ±100 the full control effect
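Pol beta (10 nM) was preincubated with compound for 15 min at room temperature. The reaction was then started with 50 nM substrate and read immediately and after a further 10 min at room temperature.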
Pol kappa inh: qHTS for Inhibitors of Polymerase Kappa | DNA polymerase kappa (Homo sapiens), Q9UBT6 | purified Pol kappa, fluorescent DNA synthesis assay, 10 min | Potency, µM (series often up to 107 µM), without a hit: at the highest dose activity, negative = inhibition, most hits filed as inhibitors | 400,000 tested, 0.53% active | AID 588579, 2011; further: potency means the concentration at half of the fitted maximal effect; on the % scale 0 is the no-effect control and ±100 the full control effect
Target sequence (Q9UBT6 whole entry, looked up): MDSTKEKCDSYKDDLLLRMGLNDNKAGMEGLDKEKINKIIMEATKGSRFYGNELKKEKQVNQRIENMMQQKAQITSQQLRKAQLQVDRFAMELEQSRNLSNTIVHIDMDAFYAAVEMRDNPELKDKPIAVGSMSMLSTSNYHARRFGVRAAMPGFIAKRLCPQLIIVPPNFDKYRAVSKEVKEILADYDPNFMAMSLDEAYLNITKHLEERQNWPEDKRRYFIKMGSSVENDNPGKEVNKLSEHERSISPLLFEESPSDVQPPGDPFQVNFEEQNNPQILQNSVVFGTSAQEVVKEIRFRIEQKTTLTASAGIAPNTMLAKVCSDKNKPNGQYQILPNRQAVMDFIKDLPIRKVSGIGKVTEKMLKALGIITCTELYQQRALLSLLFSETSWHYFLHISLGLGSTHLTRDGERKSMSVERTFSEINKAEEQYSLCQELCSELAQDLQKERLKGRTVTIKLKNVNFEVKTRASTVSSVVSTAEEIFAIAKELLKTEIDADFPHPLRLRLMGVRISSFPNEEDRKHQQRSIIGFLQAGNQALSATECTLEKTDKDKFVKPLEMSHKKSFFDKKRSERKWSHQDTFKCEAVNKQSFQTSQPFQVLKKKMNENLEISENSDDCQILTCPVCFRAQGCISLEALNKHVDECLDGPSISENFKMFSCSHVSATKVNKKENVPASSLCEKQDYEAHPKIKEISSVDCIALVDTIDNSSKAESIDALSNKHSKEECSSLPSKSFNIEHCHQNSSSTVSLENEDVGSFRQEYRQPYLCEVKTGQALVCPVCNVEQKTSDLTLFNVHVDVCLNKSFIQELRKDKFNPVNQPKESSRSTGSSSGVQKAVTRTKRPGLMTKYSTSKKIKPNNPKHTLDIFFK
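Readout: fluorescence, taken kinetically at 0 and 10 min. Conditions: 10 nM Pol kappa, 15 min RT compound preincubation, 50 nM substrate final. Controls: enzyme-free buffer wells.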
An asterisk follows results filed as active; & = joins results of further samples; [ ] = another dose, or the depositor's remark. Unless noted, the call rests on the fitted dose curve; in most records, active means well fitted curve in the direction sought with a large enough effect; inconclusive means small, poorly fitted or top-dose-only effect, or another doubt; inactive means no such curve, though single readings can be large; an effect the other way counts as inactive or inconclusive. A portion of the library (hit frequency here may not be typical).

How did CC(=O)SC1CC(=O)N(c2c(C)cccc2C)C1=O (centres undefined) do in these assays?
12-LOX inh: 182%[activator]; APE1 inh: 0%; POLH inh: -12%; RGS4 inh: -6%; ERG Ets-DNA blk: 10%; Apoferritin bind: -11%; LDHA inh: -10; POLB inh: -1%; Pol kappa inh: 9%

How did O=C(CC1NCCc2ccccc21)Nc1ccccc1Cl (centres undefined) do in these assays?
12-LOX inh: 1%; APE1 inh: 0%; POLH inh: -21%; RGS4 inh: 12%; ERG Ets-DNA blk: -7%; Apoferritin bind: -10%; LDHA inh: -5; POLB inh: 12%; Pol kappa inh: -2%

How did CCOc1ccc(N2C(=O)CC(N(O)c3ccccc3)C2=O)cc1 (centres undefined) do in these assays?
12-LOX inh: -25%; APE1 inh: 1%; POLH inh: -3%; RGS4 inh: -24%; ERG Ets-DNA blk: 1%; Apoferritin bind: -16%; LDHA inh: -1; POLB inh: 22%; Pol kappa inh: -12%

What do the screens show for `COc1ccccc1C(=O)N/C(=C\c1cn(S(=O)(=O)N(C)C)c2ccccc12)C(=O)NCCN1CCOCC1`?
APE1 inh: 40%; POLH inh: -13%; RGS4 inh: 10%; ERG Ets-DNA blk: -6%; Apoferritin bind: -2%; LDHA inh: -4; POLB inh: 51%; Pol kappa inh: 0%

How did c1ccc(-n2nnnc2CN2CCOCC2)cc1 do in these assays?
12-LOX inh: 2%; APE1 inh: 11%; POLH inh: 0%; RGS4 inh: 35%; ERG Ets-DNA blk: 0%; Apoferritin bind: 10%; LDHA inh: 0; POLB inh: 25%; Pol kappa inh: -76%

Results for COc1cccc(/C=N/NC(=O)c2cccc([N+](=O)[O-])c2)c1OS(=O)(=O)c1ccccc1 ?
12-LOX inh: 0%; APE1 inh: -9%; POLH inh: -22%; RGS4 inh: -24%; ERG Ets-DNA blk: 5%; Apoferritin bind: inconclusive; LDHA inh: -6; POLB inh: 3%; Pol kappa inh: 0%

How did COc1ccc(/C=C/C(=O)NCCCN2CCCCCC2)cc1 do in these assays?
12-LOX inh: -18%; APE1 inh: 11%; POLH inh: -11%; RGS4 inh: -34%; ERG Ets-DNA blk: 2%; Apoferritin bind: 7%; LDHA inh: -4; POLB inh: -23%; Pol kappa inh: -17%[60.1 µM]

What do the screens show for `O=C(c1cccc(C(F)(F)F)c1)N1CCN(C2CCCCC2)CC1`?
12-LOX inh: 17%; APE1 inh: 1%; POLH inh: -6%; RGS4 inh: -5%; ERG Ets-DNA blk: 5%; Apoferritin bind: 3%; LDHA inh: -2; POLB inh: -13%; Pol kappa inh: 4%

How did COc1cccc(/C=C2\Sc3ccc(C(=O)NCc4cccnc4)cc3N(C)C2=O)c1 do in these assays?
12-LOX inh: inconclusive; APE1 inh: 6%; POLH inh: -20%; RGS4 inh: -22%; ERG Ets-DNA blk: -6%; Apoferritin bind: -8%; LDHA inh: -2; POLB inh: 2%; Pol kappa inh: 0%

Results for Cc1nnc(NC(=O)CSc2nc3c(c(=O)n2C)SC(C)C3)s1 (centres undefined) ?
12-LOX inh: inconclusive; APE1 inh: -1%; POLH inh: -6%; RGS4 inh: -12%; ERG Ets-DNA blk: -9%; Apoferritin bind: 3%; LDHA inh: 3; POLB inh: -16%; Pol kappa inh: 4%

Random excerpt: 2 compounds from above
How did c1ccc(-n2nnnc2CN2CCOCC2)cc1 do in these assays?
12-LOX inh: 2%; APE1 inh: 11%; POLH inh: 0%; RGS4 inh: 35%; ERG Ets-DNA blk: 0%; Apoferritin bind: 10%; LDHA inh: 0; POLB inh: 25%; Pol kappa inh: -76%

How did CCOc1ccc(N2C(=O)CC(N(O)c3ccccc3)C2=O)cc1 (centres undefined) do in these assays?
12-LOX inh: -25%; APE1 inh: 1%; POLH inh: -3%; RGS4 inh: -24%; ERG Ets-DNA blk: 1%; Apoferritin bind: -16%; LDHA inh: -1; POLB inh: 22%; Pol kappa inh: -12%

Next part
Results for O=C(CCc1ccccc1)Nc1nnc(-c2cccs2)o1 ?
12-LOX inh: 12%; APE1 inh: 12%; POLH inh: -13%; RGS4 inh: -7%; ERG Ets-DNA blk: 12%; Apoferritin bind: -17%; LDHA inh: 0; POLB inh: 17%; Pol kappa inh: 6%

What do the screens show for `CC(C)c1ccccc1NC(=O)COC(=O)CNC(=O)c1ccc(Br)cc1`?
12-LOX inh: 10%; APE1 inh: 2%; POLH inh: -15%; RGS4 inh: 4%; ERG Ets-DNA blk: -2%; Apoferritin bind: -10%; LDHA inh: 2; POLB inh: -1%; Pol kappa inh: -1%

Results for CCc1ccc(NC(=O)CSc2nnc(-c3ccccn3)n2C)cc1 ?
12-LOX inh: -20%; APE1 inh: -1%; POLH inh: -5%; RGS4 inh: -5%; ERG Ets-DNA blk: -2%; Apoferritin bind: -19%; LDHA inh: 5; POLB inh: 29%; Pol kappa inh: -2%

How did Oc1ccccc1-c1ccn[nH]1 do in these assays?
12-LOX inh: 3%; APE1 inh: 16%; POLH inh: -20%; RGS4 inh: -18%; ERG Ets-DNA blk: -14%; LDHA inh: 2; Pol kappa inh: 7%

How did CS(=O)(=O)N(CC(=O)NCc1ccccc1Cl)C1CCCCC1 do in these assays?
12-LOX inh: -23%; APE1 inh: 4%; POLH inh: -12%; RGS4 inh: -14%; ERG Ets-DNA blk: -13%; Apoferritin bind: -6%; LDHA inh: -3; POLB inh: 10%; Pol kappa inh: -11%

How did COc1cc(COCC(O)CN2CCN(Cc3ccccc3)CC2)cc(OC)c1OC (centres undefined) do in these assays?
12-LOX inh: 1%; APE1 inh: 1%; POLH inh: 10%; RGS4 inh: -14%; ERG Ets-DNA blk: -21%; Apoferritin bind: -14%; LDHA inh: 2; POLB inh: -24%; Pol kappa inh: 8%

How did Cc1c(OCC(=O)N[C@@H](Cc2ccccc2)C(=O)O)ccc2c1oc(=O)c1ccccc12 do in these assays?
12-LOX inh: -7%; APE1 inh: -4%; POLH inh: 5%; RGS4 inh: -5%; ERG Ets-DNA blk: -5%; Apoferritin bind: -8%; LDHA inh: -2; POLB inh: -3%; Pol kappa inh: 2%

Results for O=C(O)CCSCC(=O)c1ccc2c(c1)OCCO2 ?
12-LOX inh: 46%; APE1 inh: 1%; POLH inh: -1%; RGS4 inh: 0%; ERG Ets-DNA blk: 10%; Apoferritin bind: -10%; LDHA inh: -3; POLB inh: 0%; Pol kappa inh: -11%

How did COc1c(CC=C(C)C)cc(C2CC(=O)c3c(O)cc(O)cc3O2)c(CC=C(C)C)c1O (centres undefined) do in these assays?
POLH inh: -2%; RGS4 inh: 19%; ERG Ets-DNA blk: 2%; LDHA inh: -4; Pol kappa inh: -5%

What do the screens show for `Cc1ccc(NC(=O)CSc2nnc(Cc3cccn3C)n2-c2ccc(F)cc2)c(C)c1`?
12-LOX inh: -2%; APE1 inh: 13%; POLH inh: -22%; RGS4 inh: -27%; ERG Ets-DNA blk: -11%; Apoferritin bind: inconclusive; LDHA inh: -3; POLB inh: 29%; Pol kappa inh: 6%

How did O=c1[nH]c(=S)n(-c2cccc(C(F)(F)F)c2)c(O)c1C=NCCN1CCNCC1 do in these assays?
12-LOX inh: 5%; APE1 inh: 4%; POLH inh: -5%; RGS4 inh: -3%; ERG Ets-DNA blk: 20%; Apoferritin bind: -1%; LDHA inh: -4; POLB inh: 17%; Pol kappa inh: -18%

How did O=C(O)C1CC=CCC1C(=O)NCc1ccccc1 (centres undefined) do in these assays?
12-LOX inh: -4%; APE1 inh: -6%; POLH inh: -12%; RGS4 inh: 20%; ERG Ets-DNA blk: -9%; Apoferritin bind: -14%; LDHA inh: 2; POLB inh: -11%; Pol kappa inh: -14%

Results for CCN(CC)CCOC(=O)c1ccc(N/C=C(/C#N)c2nc(-c3ccc(OC)c(OC)c3)cs2)cc1 ?
12-LOX inh: 316%[activator]; APE1 inh: -9%; POLH inh: inconclusive; RGS4 inh: inconclusive; ERG Ets-DNA blk: 37%[activator]; Apoferritin bind: -20%; LDHA inh: -6; POLB inh: inconclusive; Pol kappa inh: -11%

How did CC1CCc2nc3ccc(S(=O)(=O)N4CCC(C(=O)NCc5ccccc5Cl)CC4)cc3c(C(=O)O)c2C1 (centres undefined) do in these assays?
12-LOX inh: inconclusive; APE1 inh: 11%; POLH inh: inconclusive; RGS4 inh: -21%&16%; ERG Ets-DNA blk: 10%&3%; Apoferritin bind: -15%&0%; LDHA inh: 1&0; POLB inh: 40µM*; Pol kappa inh: inconclusive

Results for Cc1ccc(CONC(=O)c2cccc(C)c2)cc1 ?
12-LOX inh: 8%; APE1 inh: 7%; POLH inh: -16%; RGS4 inh: 2%; ERG Ets-DNA blk: 2%; LDHA inh: -4; Pol kappa inh: -6%
